# LANA DNA inh: blocks KSHV LANA C-terminal domain binding to DNA; MBP-C-LANA/FAM-LBS DNA binding, fluorescence polarization; inhibition, % at 9 µM; 340,000 compounds, 0.078% hits; AID 504423;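 active = highest replicate inhibition at or above 60% at 9 µM, even if other replicates fall short; inactive = all replicates below 60% inhibition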;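 note: 0% = neutral control wells and 100% = 4 µM acridine orange control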
# MOR-DOR ag: agonists of human mu-delta opioid receptor heterodimerization. activation, % at 9.3 µM. P35372+P41143. 340,000 compounds, 0.3% hits. cells, OPRM1-OPRD1 heterodimerization, luminescence. AID 504326; in the data active = activation above about 18%;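 note: 0% = vehicle-treated cells and 100% = reference agonist; values of inactives mirror those of a sister screen read the other way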
# Target sequence (P35372 whole entry, looked up): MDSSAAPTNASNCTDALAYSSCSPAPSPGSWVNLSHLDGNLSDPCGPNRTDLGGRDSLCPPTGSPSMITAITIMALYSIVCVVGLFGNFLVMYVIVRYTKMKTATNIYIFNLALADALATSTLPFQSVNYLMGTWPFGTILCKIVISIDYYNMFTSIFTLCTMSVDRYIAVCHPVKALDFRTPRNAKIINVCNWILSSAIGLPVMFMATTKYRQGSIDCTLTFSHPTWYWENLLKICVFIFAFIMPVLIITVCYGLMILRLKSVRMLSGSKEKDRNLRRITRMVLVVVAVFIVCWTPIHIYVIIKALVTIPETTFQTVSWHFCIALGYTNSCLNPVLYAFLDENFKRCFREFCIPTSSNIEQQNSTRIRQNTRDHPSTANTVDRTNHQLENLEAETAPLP
# Target sequence (P41143 whole entry, looked up): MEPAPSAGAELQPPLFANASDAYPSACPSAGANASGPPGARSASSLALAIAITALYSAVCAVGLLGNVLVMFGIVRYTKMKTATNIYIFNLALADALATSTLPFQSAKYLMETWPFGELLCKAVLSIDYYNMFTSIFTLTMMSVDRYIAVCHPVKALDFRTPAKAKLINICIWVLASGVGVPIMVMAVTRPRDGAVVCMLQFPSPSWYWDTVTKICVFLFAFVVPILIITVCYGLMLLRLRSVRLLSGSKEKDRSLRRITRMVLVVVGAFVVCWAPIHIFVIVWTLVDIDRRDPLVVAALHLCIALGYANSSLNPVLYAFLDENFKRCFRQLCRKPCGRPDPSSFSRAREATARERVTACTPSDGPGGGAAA
# CAL-PDZ inh HTS: inhibitors of human CAL PDZ peptide binding | purified CAL PDZ, TMR-peptide fluorescence polarization, 1 h | inhibition, % at 24.9 µM | 300,000 compounds, 0.92% hits;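 active = mean inhibition of at least 30% with at least half of replicates also reaching 30%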;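 note: 0% = DMSO neutral control and 100% = excess unlabeled competitor peptide PRC23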
# MOR-DOR inv ag: inverse agonist of human OPRM1-OPRD1 heterodimerization; P35372+P41143; cell-based MOR-DOR heterodimer luminescence, inverse agonism; inhibition, % at 9.3 µM; 340,000 compounds, 0.21% hits; in the data active = inhibition above about 22%, passing the limit was not always enough;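 note: 0% = cells with DMSO and 100% = wells without cells with DMSO; values of inactives mirror those of a sister screen read the other way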
# HTR5A inv ag: HTR5A inverse agonism, opioid heterodimer counter-screen; P47898; HTR5A cell line, luminescence; inhibition, % at 9.3 µM; 340,000 compounds, 0.083% hits; AID 504634; in the data active = inhibition mostly above about 23%, no sharp cut-off; inactive = mostly below about 18%;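 note: 0% = cells with DMSO and 100% = no-cell wells with DMSO; some compounds called inactive have numbers as strong as hits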
# Cardiac RTF inh: cardiac RTF calcium desensitization. P19429+P45379. IANBD-labeled cardiac RTF, Ca2+ fluorescence. inhibition, % at 7.15 µM. 340,000 compounds, 0.12% hits;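 active = inhibition above the mean inhibition of all tested compounds plus 3 SD, cut at about 17% in these data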;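 note: assay run at fixed EC70 calcium of 1.6 mM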
# V-ATPase pH: yeast V-ATPase proton transport regulation by pHLuorin. response, % at 10 µM. 350,000 compounds, 0.37% hits. S. cerevisiae, pHLuorin cytosolic pH fluorescence. AID 504577; in the data active = response mostly above about 7.3%, no sharp cut-off; inactive = mostly below about 5.4%; note: actives read high; inactives centre near 0; some compounds called inactive have numbers as strong as hits; reference of the scale not given here
# Keap1 Nrf2 FP: inhibitors of human Keap1-Nrf2 protein-protein interaction; Keap1 Kelch-Nrf2 peptide fluorescence polarization, 1536-well; inhibition, % at 9.4 µM; 340,000 compounds, 0.15% hits; in the data active = inhibition above about 12%;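 note: human Keap1 Kelch domain with fluorescein labeled Nrf2 9mer peptide probe; 0% = neutral control wells and 100% = peptide positive control; higher means more block of Keap1 binding to Nrf2 peptide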
# HTR5A ag: counter-screen for OPRM1-OPRD1 agonists: human HTR5A agonism | P47898 | HTR5A agonist assay, luminescence, cell-based | activation, % at 9.3 µM | 340,000 compounds, 0.61% hits | AID 504692; in the data active = activation mostly above about 9.5%, no sharp cut-off; inactive = mostly below about 7.6%;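 note: 0% = cells with vehicle only and 100% = reference agonist; strong numbers were not always called active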
# RTF Ca sens act: cardiac RTF calcium sensitization. AID 493008. 340,000 compounds, 0.24% hits. P19429+P45379. activation, % at 7.2 µM. IANBD-labeled TnC RTF fluorescence at EC20 calcium; 0% EC20 calcium, 100% full calcium;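 active = activation above the mean over all tested compounds plus 3 SD, cut at about 30% in these data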;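 note: rise in fluorescence read as greater calcium sensitivity of cardiac thin filaments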
# * marks the source's active call; other numbers are inactive results; . = no result given.
SMILES,LANA DNA inh,MOR-DOR ag,CAL-PDZ inh HTS,MOR-DOR inv ag,HTR5A inv ag,Cardiac RTF inh,V-ATPase pH,Keap1 Nrf2 FP,HTR5A ag,RTF Ca sens act
Nc1ccnc(C(F)(F)F)c1C(=O)c1ccccc1,0.2,-5.0,-2,21,9,-3,-6,0,-4,-1
COc1ccc(C(=O)Nc2ccc3[nH]ccc3c2)cc1OC,1.4,-1.4,.,7,-6,-7,-2,-1,-2,-2
CCOC(=O)/C(=C/C=C1\Sc2cc(C)c(C)cc2N1CC)C(C)=O,-19,1.2,-1,-6,-7,-209,0,-21,-2,160*
CN(CC(=O)Nc1c(Cl)cccc1Cl)CC(=O)N(C)C1(C#N)CCCCC1,-1.6,-3.0,0,16,-5,-9,1,-2,1,4
COCCNC(=O)C(c1cccnc1)N(Cc1ccc(C)cc1)C(=O)Cn1nnc2ccccc21 (stereo unspecified),0.0,-0.2,-2,1,-19,-9,5,-2,1,0
COc1ccccc1CN(C)C(=O)COC(=O)c1ccc(Cl)nc1,-0.7,-2.5,-9,13,-2,0,4,-4,0,3
COc1ccc(CN2C(=O)c3ccccc3C2C(=O)NCC2CCCO2)c(OC)c1 (stereo unspecified),-0.6,-2.4,.,10,-10,-5,0,-1,-1,-4
CC1(C)CC(=O)C2=C(C1)N(c1ccc(F)cc1)C(=O)C2(NC(=O)c1ccccc1F)C(F)(F)F (stereo unspecified),0.7,-2.5,.,13,2,0,-2,-1,-1,9
Fc1cccc(F)c1-n1c(CN2CCCCC2)csc1=S,0.9,1.6,4,-12,18,-17,0,-8,7,-5
Cc1cccc(C(=O)N=c2sccn2C)c1[N+](=O)[O-],0.7,-0.2,-3,1,4,-7,-2,1,6,-4
CCOC(=O)C1NN=C(C(=O)c2ccccc2)C1c1ccc(OC)cc1 (stereo unspecified),-0.8,.,17,.,.,.,-1,2,.,.
Cc1ccc(S(=O)(=O)n2nc(-c3cccnc3)nc2N)cc1,-2.4,-1.8,-3,9,19,-1,2,-4,2,1
CC(Oc1ccccc1)C(=O)NNC(=O)c1cccs1 (stereo unspecified),-0.8,-1.3,.,7,8,-11,-1,0,0,3
COc1cc(C(=O)NCC(=O)NCC(c2ccco2)N2CCCCC2)cc(OC)c1OC (stereo unspecified),-0.7,-0.4,-3,2,10,-12,-5,-2,-4,0
COCCCNC(=S)NNC(=O)c1ccccc1Br,-0.1,-2.4,2,13,0,-5,1,-10,0,6
CCOc1cc(N2CCOCC2)c(OCC)cc1NC(=O)c1cc(S(=O)(=O)N2CCOCC2)ccc1F,1.4,-0.8,.,3,5,-5,-2,3,-2,5
O=C(COC(=O)c1ccc(F)cc1Cl)Nc1cccc(S(=O)(=O)N2CCOCC2)c1,-0.8,2.6,.,-10,5,-3,6,-2,2,2
CCN1C(=O)C2(C(C(=O)c3ccc(C)o3)=C(O)C(=O)N2CCCN2CCOCC2)c2ccccc21 (stereo unspecified),0.7,-2.1,-4,12,-9,-26,3,-2,7,0
N#Cc1ccc(NC(=O)c2sc3cc(C(F)(F)F)cnc3c2-c2cccs2)cc1,0.6,-1.5,-7,9,2,-1,1,0,-1,3
CNC(=S)Nc1ccc2nc(C)c(C)nc2c1,-5.5,-2.8,-1,14,-11,-1,1,-5,-2,1
O=C(OCc1ccccc1F)c1ccc2c(c1)-c1ccccc1C2=O,-2.6,0.1,.,-1,17,-2,5,-5,3,3
CN(C(=O)c1cccc(NC(=O)Cc2ccc(NC(=O)C3CCCN(S(=O)(=O)c4cccc([N+](=O)[O-])c4)C3)cc2)c1)C1CCCCC1 (stereo unspecified),-2.0,3.0,-5,-14,-14,5,1,-6,4,0
COC(=O)C1=C(Nc2ccc(C)cc2)C=C(C)C(C(=O)OC)C1c1cccc(OC)c1 (stereo unspecified),0.1,2.2,-2,-11,17,-13,0,-6,-6,3
COc1ccc(CCNC(=O)C(=O)NCC2OCCN2S(=O)(=O)c2ccc(OC)c(OC)c2)cc1OC (stereo unspecified),2.0,-1.6,.,9,15,-1,1,2,-1,-4
COc1ccccc1NC(=O)c1ccc2nc(C)sc2c1,-0.5,-1.0,3,6,19,-7,4,-2,6,3
O=C(O)c1ccc(Cl)c(N2C(=O)Nc3ccccc3N2O)c1,0.5,0.2,.,-1,16,-8,-3,0,-1,4
CC1(OC(=O)c2ccc(Cl)nc2)C(=O)C=C2C=C3CCCN3C=C2C1=O (stereo unspecified),7.2,3.3,-1,-18,-11,-1,1,-8,2,-1
CCCNS(=O)(=O)c1ccc(CCC(=O)N2CCCCC2)cc1,0.9,-1.8,-4,10,-9,-5,1,-1,-3,0
Cc1cc(CNC(=O)COC(=O)c2ccc(Cl)c(N)c2)cc(C)c1O,-2.3,4.0,-1,-26,-21,-3,-1,1,7,3
CC(=O)C1=C(C)Nc2ncnn2C1c1ccc(Cl)cc1 (stereo unspecified),-0.2,-1.7,-4,11,-6,-1,-3,3,-2,-1
CC(=O)Nc1ccc(NC(=O)C(C)Oc2ccccc2C(=O)NCc2ccccc2)cc1 (stereo unspecified),-0.2,-0.9,-2,3,-2,-3,1,-1,0,-6
CC(=O)c1ccccc1NC(=O)COC(=O)/C(=C/c1ccccc1)n1nnnc1C,-1.6,-2.9,-1,15,11,1,-1,-6,-5,-4
COc1ccc(CN2C[C@H]3CCCN3c3cc(Br)ccc3S2(=O)=O)cc1,-0.5,-3.2,-1,16,-8,1,1,0,2,-9
COc1ccc(C)cc1NC(=O)c1cccc(C(=O)Nc2cc(C)ccc2OC)c1,-6.1,-3.7,-4,18,-10,0,3,-2,3,0
O=C(Cc1c(O)c2ccccc2[nH]c1=O)N(Cc1ccccc1)Cc1ccccc1,-0.4,0.1,-2,-1,9,3,3,-1,0,3
O=C(Nc1ccccc1[N+](=O)[O-])C1C(c2ccccc2)=C1c1ccccc1,-1.4,2.2,2,-13,2,2,-1,-2,4,9
CC(C)NC(=O)CSc1nnc(-c2ccc(C(C)(C)C)cc2)n1C,0.1,0.8,1,-5,4,-5,-2,6,6,2
COC(=O)Cn1ncc(N2CC(C)OC(C)C2)c(Cl)c1=O (stereo unspecified),0.0,-2.1,-2,13,-28,-8,-3,-2,10,-6
Cc1cc(NC(=O)c2ccccc2-c2ccccc2C(=O)O)no1,1.0,-1.4,-3,7,-1,-4,0,1,-3,8
Fc1ccc(CCN2CCN=C2Nc2ccccc2)cc1,-0.7,-2.2,-2,13,-23,-15,1,-6,0,2
Cc1cc(NC(=O)c2cccc(Oc3ccccc3)c2)n[nH]1,-1.5,-0.2,3,1,-2,0,1,0,1,-3
Cc1cc2cccc(C)c2nc1SCC(=O)N(C)c1nc(-c2ccccc2)cs1,0.6,-2.1,1,11,-1,-5,7,-8,2,0
CCn1c(=O)n(CC)c2cc(N3CCCC3)c(NC(=O)c3ccc(C)cc3)cc21,-2.3,-1.3,-6,7,-1,-3,-1,-5,-1,2
O=C(NNC(=S)Nc1ccc(Br)cc1)c1ccccc1Br,0.8,-2.9,.,16,4,5,-3,3,-1,-4
CN1CCN(c2ccccc2NC(=O)c2cccs2)CC1,-0.5,-3.0,1,16,-4,-5,5,-2,4,-3
Cc1ccc(-c2ccc([C@H]3[C@@H]4C=CCC[C@@]4(C)C(=O)N3Cc3ccccc3)c(F)c2)cc1,0.1,-1.4,-6,8,-27,-11,0,-1,2,-1
COc1cc(Cn2c(=O)c3c(OC)c(C)cnc3n(C)c2=O)cc(OC)c1,-2.4,-3.1,2,16,2,-5,-4,5,5,-5
COCCCNC(=O)C1CCC(CNS(=O)(=O)c2ccc3c(c2)N(C(C)=O)CCO3)CC1 (stereo unspecified),2.1,-2.3,-3,11,-15,2,3,-1,4,2
COC(=O)c1cc(NC(=O)CC2SC(=Nc3ccccc3)N(CCc3c[nH]c4ccccc34)C2=O)cc(C(=O)OC)c1 (stereo unspecified),0.1,-1.1,-1,7,-11,1,5,1,4,3
O=C(O)Cn1c(-c2cscn2)nc2ccccc21,-0.9,-1.4,0,8,6,-18,0,5,7,6
Cc1cccc2sc(N(CCCN(C)C)C(=O)CCS(=O)(=O)c3ccccc3)nc12,0.7,1.4,.,-7,-34,2,-2,-124,24*,1
O=C(NNS(=O)(=O)c1ccccc1[N+](=O)[O-])c1cccc(Cl)c1,0.8,-3.2,-6,16,-15,-1,0,-1,3,-3
O=C1C2C3C=CC(C3)C2C(=O)N1CNc1ccccc1 (stereo unspecified),1.8,-0.7,.,4,17,-1,0,-4,-6,4
Cc1nn(Cc2c(F)c(F)c(F)c(F)c2F)c(C)c1NC(=O)c1c([N+](=O)[O-])cnn1C,2.5,0.5,-2,-3,-4,-7,-1,5,0,-2
CC(OC(=O)C1CCN(S(=O)(=O)c2ccc(C(C)(C)C)cc2)CC1)C(=O)N1CCOCC1 (stereo unspecified),-1.3,-2.8,5,15,-8,10,-3,3,3,-2
CCOC(=O)C1(Cc2ccccc2C)CCCN(Cc2cn(C)nc2C)C1 (stereo unspecified),-0.8,0.3,.,-2,-16,-1,-3,0,7,5
CSc1ccccc1NC(=O)CN(C)C(=O)C1CCN(C(=O)Nc2ccccc2)CC1,0.9,3.3,-1,-21,-2,-4,-2,-2,1,-2
CCc1ccc2nc(NC(=O)c3ccc(N4C(=O)CCC4=O)cc3)sc2c1,-1.4,-1.9,-3,10,1,-2,1,0,3,4
COc1ccc(-n2c(C)cc(/C=C3\SC(=O)NC3=O)c2C)cc1,9.7,-2.3,0,11,-17,-3,7,-4,5,-4
Cc1oc(S(=O)(=O)N(C)C)cc1C(=O)Nc1ccc(Cl)cc1,-1.3,-0.9,-2,5,0,3,0,-3,1,4
# (further entries)
SMILES,LANA DNA inh,MOR-DOR ag,CAL-PDZ inh HTS,MOR-DOR inv ag,HTR5A inv ag,Cardiac RTF inh,V-ATPase pH,Keap1 Nrf2 FP,HTR5A ag,RTF Ca sens act
COc1ccc(CNC(=O)COC(=O)CN2C(=O)C(C)Oc3ccc(C)cc32)cc1 (stereo unspecified),-0.9,0.8,-3,-5,-16,-1,1,-4,5,-1
CCc1ccc(NC(=O)COC(=O)CC2CCCC2)cc1,1.8,8.6,-4,-42,-7,-7,-5,0,2,0
CCOC(=O)c1ccc(NS(=O)(=O)c2cccc3nsnc23)cc1,1.1,-1.1,-3,5,-15,-3,-2,-1,0,-1
O=C(CN1CCN(Cc2ccccc2)CC1)Nc1cccc(C(F)(F)F)c1,-0.5,-0.2,-2,1,1,-1,-5,-2,-1,-2
Cc1[nH]c(=S)c(C#N)c(C)c1C(=O)Nc1ccccc1,-0.5,-1.9,.,8,-6,-4,-1,9,7,-5
COc1cc(OC)cc(-c2sc3ccc(OC)cc3c2-c2ccc(OCCN3CCCCC3)cc2)c1,0.5,2.1,-4,-10,-15,0,0,4,4,-1
N#CC1=C(S)N(c2ccc(F)cc2)C2(CCCCC2)NC1=O,-0.7,-4.4,.,22,2,-8,0,-2,0,1

# Quoted from the results shown for reference:
SMILES,LANA DNA inh,MOR-DOR ag,CAL-PDZ inh HTS,MOR-DOR inv ag,HTR5A inv ag,Cardiac RTF inh,V-ATPase pH,Keap1 Nrf2 FP,HTR5A ag,RTF Ca sens act
CCOC(=O)c1ccc(NS(=O)(=O)c2cccc3nsnc23)cc1,1.1,-1.1,-3,5,-15,-3,-2,-1,0,-1
O=C(CN1CCN(Cc2ccccc2)CC1)Nc1cccc(C(F)(F)F)c1,-0.5,-0.2,-2,1,1,-1,-5,-2,-1,-2

# Screens from PubChem.
